# Screening results: PubChem BioAssay, The Scripps Research Institute Molecular Screening Center
# GPR151 activ – activates the human receptor GPR151. Q8TDV0. activation, % at 11.2 µM. PathHunter beta-arrestin GPR151 cells, luminescence. actives 1% (n = 650,000); in the data active = activation above about 4.9%;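 note: 0% = median of compound wells and 100% = cells with positive control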
# TEAD-YAP inh – TEAD-YAP interaction inhibition | HEK-TIYL cells, TEAD-Gal4/YAP UAS-luciferase luminescence | inhibition, % at 9.12 µM | actives 1.4% (n = 640,000) | AID 1259422; in the data active = inhibition above about 32%;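 note: 0% = median of test compound wells and 100% = reference inhibitor wells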
# FBW7 act – activators of human E3 ligase FBW7; actives 0.13% (n = 650,000); normalized activity (activation), % at 26.1 µM; AlphaScreen FBW7–phospho-cyclin E peptide binding, activator screen; Q969H0; in the data active = normalized activity above about 1.9%;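 note: purified mutant Fbw7 with reduced substrate affinity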
# Target sequence (Q969H0 whole entry, looked up): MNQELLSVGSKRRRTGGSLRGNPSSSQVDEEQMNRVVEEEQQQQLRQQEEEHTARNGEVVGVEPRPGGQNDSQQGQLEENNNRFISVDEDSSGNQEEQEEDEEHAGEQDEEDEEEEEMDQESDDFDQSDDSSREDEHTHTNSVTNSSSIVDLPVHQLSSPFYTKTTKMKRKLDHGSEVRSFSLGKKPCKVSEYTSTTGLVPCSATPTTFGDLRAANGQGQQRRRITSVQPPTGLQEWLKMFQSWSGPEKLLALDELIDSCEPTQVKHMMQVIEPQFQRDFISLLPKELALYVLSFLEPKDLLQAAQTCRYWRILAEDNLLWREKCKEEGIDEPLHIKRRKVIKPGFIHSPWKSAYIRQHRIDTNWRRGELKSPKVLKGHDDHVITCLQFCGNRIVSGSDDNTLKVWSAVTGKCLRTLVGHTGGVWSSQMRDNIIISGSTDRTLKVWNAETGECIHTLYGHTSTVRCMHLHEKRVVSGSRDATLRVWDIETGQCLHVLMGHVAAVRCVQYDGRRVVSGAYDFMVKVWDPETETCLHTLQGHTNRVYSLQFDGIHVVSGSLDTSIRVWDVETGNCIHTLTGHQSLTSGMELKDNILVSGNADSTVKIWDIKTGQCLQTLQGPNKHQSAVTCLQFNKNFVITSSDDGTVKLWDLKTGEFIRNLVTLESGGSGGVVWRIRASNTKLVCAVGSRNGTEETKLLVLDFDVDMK
# MITF primary – human MITF inhibition, primary screen; AlphaScreen MITF homodimerization, bead proximity signal; inhibition, % at 2.6 µM; actives 0.91% (n = 650,000); in the data active = inhibition above about 50%;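 note: 0% = vehicle wells with protein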
# * = called active by the depositor. Hits appear at their usual frequency. About 3.4% of those tested had a hit in this group.
SMILES,GPR151 activ,TEAD-YAP inh,FBW7 act,MITF primary
COc1ccccc1C1=N/C(=C\c2coc3ccc(Cl)cc3c2=O)C(=O)O1,0.8,-11,0.0,-13
N#CC(C#N)=C(N)/C(C#N)=C\c1ccc(-c2ccc(Cl)cc2Cl)o1,-0.9,6,0.2,18
CCC(=O)NC(=S)Nc1cc(C(=O)OC)cc(C(=O)OC)c1,0.5,1,0.2,23
CCCCNC(=S)Nc1cccc2ncccc12,1.2,1,0.0,6
COc1ccc(CCCC(=O)Nc2ccccc2C)cc1C,0.5,9,0.0,5
Cn1cc(S(=O)(=O)N2CCOCC2)cc1C(=O)N1CCN(c2ccccc2)CC1,2.1,-1,-0.3,3
COc1cc2c(cc1/C=C1/C(=O)NC(=O)N(c3cccc(Br)c3)C1=O)OCO2,-1.0,-8,0.1,-6
c1ccc(CNc2nc3ccccc3c3nc(-c4ccncc4)nn23)cc1,-0.3,-1,0.1,-4
CCc1ccccc1NC(=O)CCS(=O)(=O)c1ccc(C)cc1,-1.0,4,0.3,12
CCOCCOC(=O)C1=C(C)NC2=C(C(=O)CC(C)(C)C2)C1c1cc(Br)c(O)c(OCC)c1 (stereo not drawn),-1.4,9,0.9,16
N#CC1(C#N)[C@H](c2ccc(F)cc2F)[C@@H](C(=O)c2ccccc2)N2c3ccccc3C=C[C@@H]21,1.8,4,-0.1,3
O=C(c1ccc(CN2CCc3ccccc3C2)cc1)N(Cc1ccccc1)Cc1ccccc1,-0.2,6,0.9,14
Cc1c(C(=O)N2CCN(C)CC2)sc2ncn(CC(=O)N3CCOCC3)c(=O)c12,-0.4,-4,-0.1,-6
CCCCc1nnc(NC(=O)C(Cl)Cl)s1,0.7,3,-0.2,1
COc1cc(N2CC(CNC(=O)c3ccccc3)OC2=O)cc(OC)c1OC (stereo not drawn),0.9,4,0.0,-16
CC1CC(C)CN(CCCn2c(=S)[nH]c3ccccc3c2=O)C1 (stereo not drawn),0.3,13,-0.1,-1
Cc1nc2ccc(S(=O)(=O)NC(C(=O)NCc3ccccc3)C(C)C)cc2s1 (stereo not drawn),0.0,4,0.9,14
NCc1c(-n2cccc2)cccc1-n1cccc1,-1.0,-14,0.0,11
CC(C)(C)OC(=O)Cn1cc(C=O)c2ccccc21,2.5,7,0.0,-4
O=C(Cc1cccs1)Nc1ccc(C(=O)O)cc1NC(=O)Cc1cccs1,1.9,-4,0.0,25
Cc1ccccc1-c1nc(S(=O)(=O)c2ccccc2)c(N2CCOCC2)o1,2.1,-7,0.0,-14
CC(=O)Nc1cc([N+](=O)[O-])ccc1N1CCOCC1,-0.8,7,0.0,-14
O=C(CCC1(Cc2ccc3ccccc3c2)CCC(=O)N1)NC1Cc2ccccc2C1 (stereo not drawn),-0.3,9,0.3,3
COc1ccc(-c2noc(Nc3ccc(OC)c(Cl)c3)n2)cc1,0.2,-15,0.0,12
Cc1cc(OCc2nc(SCC(=O)N(C)C)n[nH]2)ccc1Cl,-1.4,-2,-0.1,-7
Cn1c(SCc2nc3ccccc3n2CC(N)=O)nc2ccccc21,0.6,-29,0.0,12
COc1cc2nc(-c3c(C)noc3C)nc(N)c2cc1OC,1.6,1,-0.2,-11
Cn1cc(-c2ccc3cnc(Nc4cncnc4)c(Cl)c3c2)cn1,-0.8,-24,0.3,0
COc1ccc(C2=CC(c3ccccc3)n3nnnc3N2)cc1 (stereo not drawn),-0.6,-21,0.2,-7
COc1cccc(NC(=O)COc2ccc(C=O)cc2)c1,0.2,-5,0.1,4
O=C(CN1CCCCC1)Nc1cccc(Cl)c1,0.6,-6,-0.1,2
Cc1nn(CC(O)COc2ccc3c(c2)CCC3)c(C)c1C (stereo not drawn),-0.4,-9,-0.2,-7
COC(=O)c1ccc(C(=O)OC)c(NC(=O)c2cc3ccccc3o2)c1,0.1,-2,-0.2,9
O=C(O)c1cccc2c1C(=O)N(Cc1ccccc1)C2,0.2,-1,0.3,32
CCCCN(C)C(=O)c1nc2ccccn2c1CNCCCn1ncc2ccccc21,0.8,2,-0.1,2
CCn1cnc2sc(C(=O)Nc3ccc(F)cc3F)c(C)c2c1=O,-4.8,-26,0.0,6
N#Cc1ccc(NC(=O)c2ccc(Cl)c(Cl)c2)cc1,1.0,-11,0.1,2
Cc1ccc(CN2C(=O)C(=O)c3ccccc32)cc1,0.4,-6,-0.3,0
N#CC1=C(N)OC2=C(C(=O)CCC2)C1c1cc2ccccc2nc1Cl (stereo not drawn),-0.3,2,-0.2,2
C=CCOc1ccc(C(O)CC)cc1OC (stereo not drawn),-0.8,10,-0.1,-1
CC(=O)Nc1ccc(C(=O)CSc2n[nH]c(-c3ccco3)n2)cc1,-0.1,8,0.5,7
O=C(Cn1nc(-c2cccnc2)oc1=O)NC1CCCCC1,3.6,5,0.0,-2
CC(C)C(=O)N1c2ccccc2NC2=C(C(=O)CCC2)C1c1ccc(Cl)c(Cl)c1 (stereo not drawn),0.8,-3,0.0,0
CN1C(=O)CC(CC(=O)N2CCCC(c3ccccc3)CC2)(c2cccc(F)c2)C1=O (stereo not drawn),1.5,-47,-0.2,3
CC(C)CC(=O)Nc1ccnn1C1CCN(CC2CCOC2)CC1 (stereo not drawn),-0.4,0,0.3,9
CC1=C(C(=O)OCC2CCCO2)C(c2cccnc2)C2=C(CC(C)(C)CC2=O)N1 (stereo not drawn),-1.4,-5,0.0,9
CCCC(=O)Nc1c(O)c2ccccc2[nH]c1=O,0.6,7,0.0,5
CCC(C)Nc1ncnc2c1cnn2-c1ccc(C)cc1C (stereo not drawn),1.3,-38,0.1,-6
O=C(CN1CCN(c2ccccc2F)CC1)c1ccc(O)cc1O,-0.8,21,-0.2,-3
CCn1cc(CN2CCC(n3nccc3NC(=O)c3ccccc3C)CC2)c(C)n1,-0.1,13,0.1,7

# Continued:
SMILES,GPR151 activ,TEAD-YAP inh,FBW7 act,MITF primary
CCC(C)C(=O)OC1[C@@H]2CC3=C4CC(=O)O[C@@H](c5ccoc5)[C@]4(C)CCC3[C@@](C)(C2=O)[C@@H](CC(=O)OC)C1(C)C (stereo partly drawn),2.1,-7,-0.1,-3
CCCNC(=O)CCn1c(-c2ccc(F)cc2)cc(C(C)=O)c1C,1.0,5,-0.2,-3
Cc1ccccc1CN1CCc2nnc(C(C)NC(=O)CCc3ccccc3)n2CC1 (stereo not drawn),-0.6,3,-0.1,0
CCOc1ccccc1/C=C1\N=C(c2ccc([N+](=O)[O-])cc2Cl)OC1=O,-0.2,-3,-0.1,1
Cc1ccc(N2C(=O)c3cc(N4CCc5ccccc54)c([N+](=O)[O-])cc3C2=O)cc1,0.7,9,0.0,11
CCS(=O)(=O)NCCc1csc2nc(-c3ccc(OC)cc3)nn12,-0.2,7,-0.2,44
O=C(CSc1ccc2nnc(-c3ccccn3)n2n1)c1ccccc1,-0.4,-8,-0.4,4
CCOCCCNc1nc2ccccc2c2nc(CCn3c(C)nc4ccccc43)nn12,-0.4,16,-0.1,-6
Cc1cccc(-n2ncc3c(=O)n(CC(=O)NCc4ccccc4Cl)cnc32)c1C,-1.4,-5,0.1,6
CC(=O)Nc1ccc(NC(=O)Cc2ccc([N+](=O)[O-])cc2)cc1,0.3,1,-0.2,4
O=C(Cn1cc(/C=C2\NC(=S)NC2=O)c2ccccc21)Nc1ccccc1,1.0,13,0.0,27
CS(=O)(=O)CC[C@@H](C(=O)Nc1cc(F)ccc1F)N1Cc2ccccc2C1=O,1.5,-4,0.3,-4
COc1ccccc1OCCOc1ccc([N+](=O)[O-])cc1/C=C1/C(=O)N(c2ccccc2)N=C1C,1.1,1,-0.5,3
Clc1cccc(-n2cc(-c3ccccc3)c3c(NCCc4ccccc4)ncnc32)c1,-0.4,-2,0.0,-4
Cc1nc2c(-c3ccccc3)c(C)nn2c(C)c1CCC(=O)Nc1ccccc1F,2.3,2,0.1,-10
COc1cc(C=C(C#N)C#N)ccc1OC(=O)c1cccs1,-1.0,-1,0.2,3
Cc1nc2nc(C)c(CCC(=O)NC3CCCCCC3)c(C)n2n1,1.5,6,0.0,9
CCC(C)NC(=O)C(=O)NCc1cccnc1 (stereo not drawn),0.2,9,-0.2,3
CC(C)(C)NC(=O)NC(=O)Cn1c(=O)c(=O)n(Cc2ccccc2)c2ccc(Cl)cc21,-1.4,-2,-0.1,3
NC(=O)COC(=O)CCc1nc2ccccc2s1,1.9,12,-0.3,2
CC(C)N(CCNc1nc(Nc2ccc3ncccc3c2)nc2c1ncn2Cc1ccc(C(F)(F)F)cc1)C(C)C,4.6,17,-0.1,1
COC(=O)c1ccccc1NC(=O)CCCNC(=O)Cn1cnc2sc3c(c2c1=O)CCCC3,-1.3,-2,-0.1,7
COc1ccccc1/C=C/C=C1\N=C(c2cccc(Br)c2)OC1=O,-1.4,1,0.2,12
COc1cccc(-c2ccc(=O)n(CC(=O)NCc3ccc4c(c3)OCO4)n2)c1,0.1,-3,0.2,5
CC(=O)Nc1ccc(NC(=O)c2ccccc2N(C)S(=O)(=O)c2ccccc2)cc1,1.8,-9,0.1,-3
Cc1cccc(NCN2C(=O)C3CCCCC3C2=O)c1 (stereo not drawn),-0.4,2,0.0,7
CC(=O)NC(=S)NNC(=O)c1ccc(Br)cc1,-0.3,6,-0.3,12
CN1CCN(C(=O)c2ccc(-c3nc(C(N)=O)cs3)cc2)CC1,1.0,2,0.0,1
COc1ccc(/C=C/C(=O)NCc2ccc(F)cc2)cc1OC,-1.4,-2,0.2,17
CCc1ccc(/C=c2/sc3n(c2=O)C(N)=C(C#N)C(c2ccc(CC)cc2)C=3C#N)cc1 (stereo not drawn),-1.2,-1,-0.1,-1

# Quoted at random: six entries already listed
SMILES,GPR151 activ,TEAD-YAP inh,FBW7 act,MITF primary
COC(=O)c1ccccc1NC(=O)CCCNC(=O)Cn1cnc2sc3c(c2c1=O)CCCC3,-1.3,-2,-0.1,7
COc1cccc(-c2ccc(=O)n(CC(=O)NCc3ccc4c(c3)OCO4)n2)c1,0.1,-3,0.2,5
Cc1cccc(NCN2C(=O)C3CCCCC3C2=O)c1 (stereo not drawn),-0.4,2,0.0,7
CC(=O)Nc1ccc(NC(=O)c2ccccc2N(C)S(=O)(=O)c2ccccc2)cc1,1.8,-9,0.1,-3
CC(=O)NC(=S)NNC(=O)c1ccc(Br)cc1,-0.3,6,-0.3,12
COc1ccccc1/C=C/C=C1\N=C(c2cccc(Br)c2)OC1=O,-1.4,1,0.2,12

# Continued:
SMILES,GPR151 activ,TEAD-YAP inh,FBW7 act,MITF primary
CN1c2ccccc2N(C)C1c1ccc(Cl)cc1Cl,0.1,3,0.1,-3
CC(C)CC1N=C2c3ccccc3N=C(SCc3cc(=O)n4cc(Br)ccc4n3)N2C1=O (stereo not drawn),0.2,3,-0.1,5
CCCCNC(=O)CCNS(=O)(=O)c1ccc(C)cc1,0.6,4,-0.1,-26
Cc1cccc(NC(=O)c2ccc(N3CCN(c4cccc(C)c4)C(C)C3)c([N+](=O)[O-])c2)c1 (stereo not drawn),-1.3,4,0.1,16
O=C1c2ccccc2C(O)(Cc2ccccc2)N1CCCN1CCOCC1 (stereo not drawn),0.6,-3,0.1,4
Cc1ccc(-n2cc(-c3ccccc3)c3c(N4CCN(c5cccc(Cl)c5)CC4)ncnc32)cc1Cl,0.6,2,0.0,1
CN1CCN(C(=O)c2cnn3c(C(F)(F)F)cc(-c4ccco4)nc23)CC1,-0.4,-5,0.0,14
COc1ccccc1OCCCC(=O)Nc1ccc(S(N)(=O)=O)cc1,0.3,-4,-0.3,11
CCC(=O)Oc1ccc(C(=O)NC(C)c2ccccc2)cc1 (stereo not drawn),-0.3,-13,0.5,13
COc1ccc(C(=O)c2oc3ccccc3c2NC(=O)COc2ccccc2)cc1,-0.7,-7,-0.1,3

# Part of the list above in a different format.
# Values in the order: GPR151 activ | TEAD-YAP inh | FBW7 act | MITF primary
> COc1ccc(C(=O)c2oc3ccccc3c2NC(=O)COc2ccccc2)cc1
    -0.7 | -7 | -0.1 | 3
> CC(C)CC1N=C2c3ccccc3N=C(SCc3cc(=O)n4cc(Br)ccc4n3)N2C1=O (stereo not drawn)
    0.2 | 3 | -0.1 | 5
> CN1c2ccccc2N(C)C1c1ccc(Cl)cc1Cl
    0.1 | 3 | 0.1 | -3

# Remaining list, next part.
SMILES,GPR151 activ,TEAD-YAP inh,FBW7 act,MITF primary
CCS(=O)(=O)N1CCN(c2cc(-n3nc(C)cc3C)ncn2)CC1,1.6,0,-0.1,0
Cc1cccc(Nc2c3c(nc4ccccc24)CCC3)c1,0.3,18,0.3,-17
COc1cc(Nc2nccc(NC3CC3)n2)cc(OC)c1OC,0.8,-9,0.1,7
Cc1ccc(S(=O)(=O)NC(=O)c2ccc(F)cc2)c(C)c1,-0.6,5,0.0,-7
CCOC(=O)N1CCc2c(sc(NC(=O)/C=C/c3ccccc3Cl)c2C#N)C1,-0.7,-2,-0.1,-6
COc1cc(/C=C(/C#N)c2nc3ccccc3[nH]2)ccc1OC(C)C(=O)O (stereo not drawn),-0.1,-16,0.0,4
CCOC(=O)c1ccc(OCC2c3cc(OC)c(OC)cc3CCN2C(=O)c2ccc(OC)c(OC)c2)cc1 (stereo not drawn),0.9,-18,-0.1,1
CCc1sc(C(=O)NN2CCN(C)CC2)cc1Br,-1.0,-3,-0.1,12
CCC1CCCCN1C(=O)c1c[nH]c2ccc(S(=O)(=O)N(C)c3cccc(C)c3)cc2c1=O (stereo not drawn),-0.2,-5,0.2,6
COc1ccc(NC(=O)c2ccco2)cc1NC(=O)c1ccc(Br)o1,0.1,11,0.0,13
